# Compound activity (PubChem BioAssay)
# SIAE primary: inhibitors of human sialic acid acetylesterase SIAE; inhibition, % at 9.66 µM; AID 1053197; 0.69% of 370,000 active; Q9HAT2; SIAE FP-Rh probe binding, fluorescence polarization;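 active means inhibition above a cutoff: mean of compounds within the control limits plus 3 SD of those, cut at about 17% in these data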;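 further: 0% = plate median of compound wells and 100% = probe without SIAE protein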
# ADAM17 inh: inhibitors of human ADAM17 | P78536 | recombinant ADAM17, EDANS/DABCYL FRET peptide cleavage | inhibition, % at 6.95 µM | AID 720648 | 0.83% of 370,000 active;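 active means inhibition above the mean of compounds lying between control limits plus 3 SD, set per campaign, cut at about 8.5% in these data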;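 further: 0% = DMSO-only wells as the low control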
# DDE Tn6 FP inh: disrupts Tn6 cyclic peptide binding to fibrin D-Dimer-E complex | 0.21% of 370,000 active | AID 720509 | Fibrin DD(E) TRITC-Tn6 fluorescence polarization displacement | inhibition, % at 8.3 µM;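 active means inhibition above a per-campaign cutoff: mean of compounds within control limits plus 3 SD, cut at about 15% in these data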;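 further: 0% = median of all compound wells on the plate and 100% = blocking peptide control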
# TDP2 absorb: blocks human TDP2 phosphodiesterase activity | 0.34% of 370,000 active | inhibition, % at 12.8 µM | O95551 | recombinant TDP2, T5PNP hydrolysis, p-nitrophenol absorbance 415 nm;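 active means inhibition above the mean of all tested compounds plus 3 SD, set per campaign, cut at about 25% in these data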;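 further: 0% = DMSO with enzyme and 100% = buffer with substrate but no TDP2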
# Target sequence (O95551 whole entry, looked up): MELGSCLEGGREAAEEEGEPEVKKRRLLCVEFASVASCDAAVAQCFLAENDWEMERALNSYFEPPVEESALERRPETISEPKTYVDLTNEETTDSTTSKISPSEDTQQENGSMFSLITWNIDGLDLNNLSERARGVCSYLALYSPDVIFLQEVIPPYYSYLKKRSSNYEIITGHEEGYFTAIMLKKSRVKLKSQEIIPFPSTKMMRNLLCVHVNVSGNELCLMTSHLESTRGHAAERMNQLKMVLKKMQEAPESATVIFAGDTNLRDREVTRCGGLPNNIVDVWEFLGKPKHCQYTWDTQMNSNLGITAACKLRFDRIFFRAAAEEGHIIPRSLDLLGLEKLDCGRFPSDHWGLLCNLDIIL
#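 System: recombinant human TDP2 / Amount: 120 nM TDP2 per well / Also added: 5 mM T5PNP chromogenic substrate / Doses: 12.8 µM single point, 1% DMSO / Incubation: 2 h at 37 °C / Detection: p-Nitrophenol epi absorbance / Evaluation: % inhibition relative to enzyme-containing and enzyme-free wells / Repeats: singlicate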
# ASAP1 inh: ASAP1 ArfGAP inhibition; Q9ULH1; ASAP1-stimulated ARF1 GTP hydrolysis, GDP FP detection; inhibition, % at 16.5 µM; 0.19% of 360,000 active; in the data active means inhibition above about 25%;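 further: 0% = vehicle with enzyme and substrate and 100% = no enzyme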
# PLCb3 inh: PLC-beta3 (human) inhibition, primary screen; Q01970; Purified PLC-beta3, fluorogenic substrate, fluorescence; inhibition, % at 12.2 µM; 0.18% of 370,000 active; AID 720704; in the data active means inhibition above about 11%;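 further: 0% = median of compound wells on plate and 100% = full blocker control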
# PLC-gamma1 inh: PLC-gamma1 (human) inhibition, primary screen. 0.84% of 370,000 active. purified PLC-gamma1, fluorogenic substrate, fluorescence. AID 720700. inhibition, % at 12.2 µM. P19174; in the data active means inhibition above about 9.5%
# ADAM10 inh: inhibits human ADAM10; 0.62% of 370,000 active; recombinant ADAM10, EDANS/DABCYL FRET peptide cleavage, 3 h; inhibition, % at 7 µM; O14672;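 active means inhibition above a per-campaign cutoff equal to the mean of compounds falling between control-based bounds plus 3 SD, cut at about 20% in these data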;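 further: 0% = DMSO wells while the 100% control is not disclosed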
# Target sequence (O14672 214-748 limits assumed): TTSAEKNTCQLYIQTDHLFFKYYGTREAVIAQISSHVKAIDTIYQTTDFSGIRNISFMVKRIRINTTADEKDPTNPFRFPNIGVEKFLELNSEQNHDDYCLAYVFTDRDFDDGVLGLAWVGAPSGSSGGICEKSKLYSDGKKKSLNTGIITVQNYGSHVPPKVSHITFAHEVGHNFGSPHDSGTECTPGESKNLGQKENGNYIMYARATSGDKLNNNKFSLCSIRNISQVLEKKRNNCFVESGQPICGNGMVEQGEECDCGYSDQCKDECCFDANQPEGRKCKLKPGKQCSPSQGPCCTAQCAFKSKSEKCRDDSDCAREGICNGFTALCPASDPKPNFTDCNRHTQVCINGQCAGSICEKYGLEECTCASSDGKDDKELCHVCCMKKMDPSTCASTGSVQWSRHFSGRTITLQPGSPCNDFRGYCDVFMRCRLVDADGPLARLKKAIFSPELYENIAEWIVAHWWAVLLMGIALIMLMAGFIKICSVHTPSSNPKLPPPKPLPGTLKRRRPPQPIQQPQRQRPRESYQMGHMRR
# ARFGAP1 inhibitor: inhibitors of rat ARFGAP1. Q62848. Arfgap1-stimulated ARF1 GTP hydrolysis, GDP FP detection. inhibition, % at 16.5 µM. 0.26% of 360,000 active. AID 651572;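 active means inhibition above a per-plate limit, mean inhibition of low control wells plus 3 SD, cut at about 25% in these data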;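 further: 0% = DMSO wells with enzyme and 100% = wells lacking Arfgap1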
# Target sequence (Q62848 1-136 limits assumed): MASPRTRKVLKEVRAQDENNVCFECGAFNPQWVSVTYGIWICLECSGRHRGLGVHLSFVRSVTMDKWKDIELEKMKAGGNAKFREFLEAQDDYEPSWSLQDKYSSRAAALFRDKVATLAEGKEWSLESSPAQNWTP
#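 system = rat Arfgap1 catalytic domain, aa 1-136 | technique = FP, GDP Alexa 633 tracer displaced from anti-GDP antibody, 620/688 nm | compound = one concentration, 16.5 µM, DMSO 1.26% | medium = HEPES-based buffer, pH 7.5 | timing = compound-enzyme preincubation 20 min, reaction 120 min, detection 60 min, 25 °C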
# DDE Tn7 FP inh: inhibitors of Tn7 peptide binding to human fibrin DD(E) | FP displacement of FITC-Tn7 peptide from fibrin DD(E); 0% = median of compound wells per plate | inhibition, % at 8.3 µM | 0.13% of 370,000 active;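 active means inhibition above the mean of compounds falling within the control limits plus 3 SD of them, cut at about 14% in these data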;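 further: 0% = plate median of compound wells and 100% = 10 µM Aha-Tn7 peptide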
#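 Assay system: human fibrin DD(E) protein / Input: 2 µM fibrin DD(E) / Benchmarks: high control of 10 µM Aha-Tn7 peptide / Measured by: fluorescence polarization of the labelled Tn7 tracer / Medium: Tris buffer with calcium and detergent, pH 7.8 / Timing: 10 min compound pre-incubation, 3 h probe incubation at room temperature / Repeats: one replicate per compound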
# Active calls of the source: *; i = inactive; & = joins results of further samples.
# Start of the data: the first 3 entries, ahead of the listing:
SMILES,SIAE primary,ADAM17 inh,DDE Tn6 FP inh,TDP2 absorb,ASAP1 inh,PLCb3 inh,PLC-gamma1 inh,ADAM10 inh,ARFGAP1 inhibitor,DDE Tn7 FP inh
CC(C)CCNC(=O)c1ccc2c(c1)ncn2C1CCCCC1,-1,-4,6,-1,2,4,2,-2,-14,1
O=S(=O)(c1ccccc1)c1nc(-c2ccc(F)cc2)oc1N1CCOCC1,2,-2,-1,-5,6,-10,0,-4,4,1
Cc1cc(C(=O)NNC(=O)c2ccc(S(=O)(=O)N(C)C)cc2)c(C)o1,-10,0,3,-3,15,1,-2,5,-9,2

# Results (from the top)
SMILES,SIAE primary,ADAM17 inh,DDE Tn6 FP inh,TDP2 absorb,ASAP1 inh,PLCb3 inh,PLC-gamma1 inh,ADAM10 inh,ARFGAP1 inhibitor,DDE Tn7 FP inh
CC(C)CCNC(=O)c1ccc2c(c1)ncn2C1CCCCC1,-1,-4,6,-1,2,4,2,-2,-14,1
O=S(=O)(c1ccccc1)c1nc(-c2ccc(F)cc2)oc1N1CCOCC1,2,-2,-1,-5,6,-10,0,-4,4,1
Cc1cc(C(=O)NNC(=O)c2ccc(S(=O)(=O)N(C)C)cc2)c(C)o1,-10,0,3,-3,15,1,-2,5,-9,2
COc1ccccc1OCCSc1nc2ccccc2c(=O)[nH]1,-13,5,1,-12,-11,2,6,7,0,-7
COc1ccccc1NC(=O)CSCc1ccc([N+](=O)[O-])cc1,10,-1,1,14,-5,-3,1,0,-6,3
O=C(Nc1ccc(Cl)cc1)c1ccc2sc([C@@H]3O[C@H](CO)[C@H](O)[C@H](O)[C@H]3O)nc2c1,7,1,3,-1,-4,-6,2,-14,-6,1
CCC(CO)Oc1cc(NCc2ccccn2)c2ncn(C(C)C)c2c1 (stereo not drawn),12,-3,8,3,-8,-25,-19,-4,1,2
COCCNC(=O)COC(=O)/C=C/c1cnc2ccccc2n1,5,-1,-2,-2,1,-2,-3,0,2,-2
CC(=O)c1ccc(-c2nnc(CCC(=O)N(C)Cc3cccc4cnccc34)o2)s1,0,-19,1,11,-2,-1,-6,-3,6,0
CCOC(=O)c1c(-c2ccccc2)csc1NC(=O)c1ccc(S(=O)(=O)N2CC(C)OC(C)C2)cc1 (stereo not drawn),13,-4,-5,3,15,3,-3,-2,-18,3
CN(CCOC(=O)c1ccccc1)Cc1ccccc1,4,3,4,-9,10,0,6,4,6,-1
C[C@H](CO)N1C[C@H](C)[C@@H](CN(C)Cc2ccc(-c3ccccc3)cc2)Oc2ncc(C#C[C@@H](C)O)cc2C1=O,-3,6,-2,-18,13,2,3,-1,-4,-1
Cc1ccc(CNS(=O)(=O)c2ccc(Cl)s2)cc1,4,2,-2,0,8,-1,-2,3,-5,-3
CC(=O)N(C)c1ccc(NC(=O)N2CCOCC2)cc1,-3,-5,-3,4,-6,-2,-3,-3,0,5
COCCNS(=O)(=O)c1ccc(-c2ccc(C)cc2)cc1,2,-3,-4,1,1,2,-3,-3,-2,-1
Cc1ccc2[nH]c(=O)c(CN(C(=O)c3cccs3)c3ccccc3)cc2c1,-4,-1,-3,-13,5,0,2,-7,-8,3
Cn1c(=O)c2c(O)c([N+](=O)[O-])c(=O)n(C)c2n(C)c1=O,4,-1,3,-4,8,-1,2,-1,-1,-2
O=C(NCC1CCCN1S(=O)(=O)c1cccs1)c1cccc([N+](=O)[O-])c1 (stereo not drawn),-4,-3,-5,0,-9,-5,2,3,21,-1
COc1ccccc1C1CC(c2ccc(NS(C)(=O)=O)cc2)=NN1S(=O)(=O)c1ccccc1 (stereo not drawn),-4,5,-5,-8,11,-8,1,1,-2,-9
Cc1ccc(CNC(=O)C2CCC(=O)N(CCc3cccc(F)c3)C2)cc1 (stereo not drawn),1,-3,0,8,-2,-9,-1,-5,9,-1
CCOC(=O)CSc1nc(-c2ccccc2)cc(C(F)(F)F)n1,1,-2,1,-1,-3,3,-1,5,2,4
CCCCn1nnnc1C1(C)CCC(=O)N1Cc1cccc(F)c1 (stereo not drawn),0,-4,-4,-2,8,-1,-2,-16,9,4
COc1c(C)cc(C(O)c2ncc(-c3ccccc3F)[nH]2)cc1C (stereo not drawn),4,3,0,-6,9,1,3,4,7,-4
Cc1cccc2sc(N(CCCN(C)C)C(=O)c3ccc(C(=O)c4ccccc4)cc3)nc12,-4&-3,-1&7,6&1,3&-4,-17,1&2,4&2,-1&-3,-4,2&2
CCc1nn(C(C)C(=O)NCCc2ccc(OC)c(OC)c2)c(=O)c2cc3occc3n12 (stereo not drawn),-2,0,-4,-3,4,0,0,3,1,-10
CN(C)S(=O)(=O)N1CCC(CO)(Cc2cccc(C(F)(F)F)c2)CC1,3,1,4,-18,4,1,7,1,-4,-11
COc1ccc(N/C(=N\c2nc(C)cc(C)n2)NC(C)=O)cc1OC,1,-5,-1,-4,1,2,0,-10,1,1
O=C1c2ccccc2C(=O)N1CNc1ccccc1,5,-3,4,4,4,4,4,7,-2,-4
O=C(NC(n1ccc(=O)[nH]c1=O)C(Cl)(Cl)Cl)C12CC3CC(CC(C3)C1)C2 (stereo not drawn),-3,-4,-1,-2,5,-7,1,-15,5,1
CC(C)(CO)NC(=O)CCCOc1ccc(Cl)cc1Cl,-5,-2,-4,-8,3,1,3,2,-1,7
CC(C)COc1cccc(C(=O)NC(=S)Nc2cccc(NC(=O)c3ccccc3Cl)c2)c1,0,-3,-1,-2,-5,-2,0,-4,8,1
Cc1c(C(=O)NNC(=O)c2cccnc2)cccc1[N+](=O)[O-],0,-4,1,2,-11,-1,3,-11,-3,2
COC(=O)CCC(=O)Nc1cccc([N+](=O)[O-])c1,0,0,2,4,-9,-7,1,2,3,5
CCCOc1ccc(C(=O)Nc2ccc(S(=O)(=O)N3C[C@@H]4C[C@@H](C3)c3cccc(=O)n3C4)cc2)cc1,-8,4,-7,-1,-14,1,1,-2,25*,-2
CCOc1ccccc1C(=O)Nc1cnn(Cc2ccc(F)cc2)c1,4,-5,0,5,4,-1,0,0,-5,1
CCc1ccc(S(=O)(=O)Nc2ccc(-c3ccc4nncn4n3)cc2)s1,-7,-2,-4,-2,7,-80,-80,-10,6,-5

# Shown with two lines to a compound: entries from further up
# Screens in order – SIAE primary	ADAM17 inh	DDE Tn6 FP inh	TDP2 absorb	ASAP1 inh	PLCb3 inh	PLC-gamma1 inh	ADAM10 inh	ARFGAP1 inhibitor	DDE Tn7 FP inh
- COc1ccccc1C1CC(c2ccc(NS(C)(=O)=O)cc2)=NN1S(=O)(=O)c1ccccc1 (stereo not drawn)
  -4	5	-5	-8	11	-8	1	1	-2	-9
- Cc1ccc(CNC(=O)C2CCC(=O)N(CCc3cccc(F)c3)C2)cc1 (stereo not drawn)
  1	-3	0	8	-2	-9	-1	-5	9	-1
- CCOC(=O)CSc1nc(-c2ccccc2)cc(C(F)(F)F)n1
  1	-2	1	-1	-3	3	-1	5	2	4

# (further entries)
SMILES,SIAE primary,ADAM17 inh,DDE Tn6 FP inh,TDP2 absorb,ASAP1 inh,PLCb3 inh,PLC-gamma1 inh,ADAM10 inh,ARFGAP1 inhibitor,DDE Tn7 FP inh
Cc1ccc(NC(=O)CN2C(=O)NC3(CCc4ccccc43)C2=O)cc1 (stereo not drawn),-2,-2,0,7,11,-7,-2,5,-1,6
CCCCC1Cc2[nH]c(=S)[nH]c(=O)c2C(c2ccc(C(C)C)cc2)O1 (stereo not drawn),0,1,-2,9,17,0,1,9,7,2
Cc1ccc(NC(=O)CSc2nc3ccccc3c(=O)n2CCCC(=O)N2CCCC2)cc1,12,-1,1,-9,0,3,1,-2,-4,3
CCOC(=O)c1c(-c2ccc(-c3ccccc3)cc2)csc1NC(=O)C1C2CCC(O2)C1C(=O)O (stereo not drawn),-6,1,-1,-8,-13,-11,-7,0,-12,7
Cc1ccc(C(=O)Cc2nnc(C)s2)cc1,-10,0,-1,-1,-10,0,0,5,2,5
O=C(Cc1ccc([N+](=O)[O-])cc1)N/N=C/c1ccccc1F,4,-2,4,6,-2,-5,2,1,-3,2
COc1ccc(NC(=O)CN(C)C(=O)c2cc3c(cc2Cl)N2CCCCCC2=NS3(=O)=O)cc1,-7,-2,-3,-8,3,2,3,-6,-5,2
CC(=O)Nc1ccc2c(c1)C(=Nc1cccc(C)c1)c1ccccc1-2,-7,-3,-2,-16,-6,5,-2,-3,-5,-1
Cc1ccc(C)c(CSCC(=O)NCc2cccs2)c1,-8,-2,1,-4,-2,-3,-1,-2,18,5
COc1cc(C(CC(=O)N2CCCC2)c2c(OC)cc(OC)c3c(-c4ccccc4)cc(=O)oc23)cc(OC)c1OC (stereo not drawn),-1,-2,1,-9,-3,-23,-11,3,0,0
OC(c1ccccc1)(c1ccccc1)C1CCN(CCCOc2ccccc2Cl)CC1,-1,0,-4,2,13,2,1,-1,6,-1
CCC(Sc1nc2n[nH]c(C)c2c(=N)n1-c1cccc(Cl)c1)C(=O)NCCOC (stereo not drawn),-6,-5,0,8,7,-8,-29,-8,-1,0
Cn1cc(CCC(=O)N2CCCC(C(=O)c3cccc4ccccc34)C2)cn1 (stereo not drawn),3,-3,2,0,-9,1,-4,-5,-7,-1
COc1ccc(-c2cc3c(c4c2ccn4C)C2CCC3C2)cc1OC (stereo not drawn),16,-10,1,-5,11,-82,-56,-24,10,6
O=C(Cn1cnc2ccccc2c1=O)NCCC(=O)Nc1ccc2c(c1)OCCO2,0,1,0,-12,-13,2,1,-4,4,5
O=c1c(-c2n[nH]c(=S)o2)cccn1Cc1ccccc1,2,-26,-6,4,7,-293,-302,-85,15,-8
CC(NC(=O)COC(=O)C12CC3CC(CC(O)(C3)C1)C2)c1ccccc1 (stereo not drawn),-2,6,2,-6,2,13*,13*,1,9,-6
O=C(Cn1cnc2ccccc2c1=O)NC1CCS(=O)(=O)C1 (stereo not drawn),1,-5,-3,16,6,1,1,-13,4,2
Cc1nc2nc(SCC(=O)N3CCOCC3)nn2c(C)c1Cc1c(F)cccc1Cl,2,1,3,3,-14,-2,1,-1,-8,1
COc1ccc(N=C2C(=Nc3ccc(OC)cc3)N(c3ccc(N(C)C)cc3)C(=S)N2c2ccc(OC)cc2)cc1,6,1,7,15,7,3,0,8,-15,8
COc1ccc(-c2nn(-c3ccccc3)cc2N)cc1,-2,-158,-19,-11,0,-70,-63,i,6,-17
CN1C(=O)/C(=C2\SC(N)=NC2=O)c2ccccc21,-3,0,0,12,10,4,1,2,0,4
Cn1c(CNC(=O)c2ccc(Cl)cc2)nnc1SCC(=O)NC1CCCC1,-1,1,1,-6,9,-4,0,-11,1,-3
Nc1nc(SCC(=O)N2CCCC2)[nH]c(=O)c1-c1ccccc1,2,-1,3,-6,6,4,3,0,-4,-5
Cc1ccc(NC(=O)c2ccccc2)s1,3,6,-6,-10,-3,7,6,15,11,-2
